High-throughput results (PubChem)
XIAP displacement: XIAP antagonists, biochemical, IAP family, fluorescence polarization (AID 1018); E3 ubiquitin-protein ligase XIAP (Homo sapiens); XIAP BIR domain, fluorescence polarization peptide displacement; higher % means a stronger effect; displacement, % at 20 µM; hits with a dose series show IC50 in µM; 200,000 tested, 0.007% active; in the data active means displacement above about 50%; further: a part of the inactive calls stands beside numbers as strong as those of hits
LYP phosphatase: inhibitors of LYP phosphatase, biochemical, fluorescence intensity, uHTS (AID 1779); recombinant LYP phosphatase, fluorescence intensity; higher % means a stronger effect; Tyrosine-protein phosphatase non-receptor type 22 (Homo sapiens); 290,000 tested, 0.054% active; inhibition, % at 11.5 µM; hits with a dose series show IC50 in µM;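 further: plate controls were vehicle with enzyme for no effect and no enzyme for full effect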
M17LAP inhibition: P. falciparum M17LAP inhibitors, primary screen, biochemical, fluorogenic H-Leu-NHMec substrate, 1536-well (AID 1619) | inhibition, % at 30 µM, or IC50 in µM where a hit was titrated | 220,000 tested, 0.38% active | recombinant M17LAP, H-Leu-NHMec fluorogenic kinetic assay; higher % means a stronger effect | Leucine aminopeptidase (Plasmodium falciparum (isolate 3D7));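 active means compound inhibiting the enzyme by more than half at any dose during confirmatory dose-response retesting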;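 further: plate controls were full reaction with DMSO carrier for no effect and no enzyme background for full effect; strong numbers were not always called active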
NOD2 inhibition: NOD2 signaling inhibitors, cell-based, luminescence, uHTS, HEK293 (AID 1566); HEK293 NOD2/NF-kB luciferase reporter, luminescence; higher % means a stronger effect; one-dose inhibition, % at 4 µM; EC50 in µM for titrated hits; 290,000 tested, 0.63% active; further: many of its hits are not listed in these tables
P. falciparum M1AAP: P. falciparum M1AAP inhibitors, biochemical, fluorogenic H-Leu-NHMec substrate, 1536-well (AID 1445) | Aminopeptidase N (Plasmodium falciparum (isolate 3D7)) | inhibition, % at 30 µM; hits with a dose series show IC50 in µM | recombinant M1AAP, H-Leu-NHMec fluorogenic kinetic assay; higher % means a stronger effect | 220,000 tested, 0.42% active;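 active means primary inhibition above the hit cutoff, then over 50% inhibition at one or more dose response concentrations, cut at about 23% in these data, passing the limit was not always enough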;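 further: plate controls were DMSO full reaction for no effect and no enzyme background for full effect; strong numbers were not always called active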
Hep lipid drop: inhibitors of hepatocyte lipid droplet formation, primary screen, imaging, high-throughput imaging, BODIPY stain; 240,000 tested, 0.4% active; AML12 mouse hepatocytes, oleate lipid droplets; inhibition, % at 6.5 µM;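 active means lipid droplet intensity inhibited by at least 50%, with more than 500 cells counted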
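Technique: fluorescence imaging, 20x objective, two fields per well / Assay system: AML12 hepatocytes (mouse) / Measure: % inhibition of lipid droplet signal / Doses: 6.5 µM single-point dosing / Incubation: overnight exposure / Reagent: 100 µM oleic acid challenge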
CSM14.1 death rescue: rescue of cells from ER stress-induced death, primary screen, 384-well, CSM14.1, thapsigargin, ATP luminescence (AID 1222); CSM14.1 thapsigargin-induced death rescue, ATP luminescence; higher % means a stronger effect; cellular ATP content (survival), % at 20 µM, or EC50 in µM where a hit was titrated; 190,000 tested, under 10 active;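 active means EC50 below 50 µM in the dose-response confirmation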;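 further: death triggered by thapsigargin at about 15 µM added after 2 h compound pretreatment; cell ATP read after overnight thapsigargin exposure of roughly 18 to 22 hours; normalized against plate controls of thapsigargin alone and 5% DMSO vehicle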
Siah-1 displacement: Siah-1 peptide-binding antagonists, primary screen, biochemical, fluorescence polarization, rhodamine-plectin, uHTS (AID 1817). Siah-1 / rhodamine-plectin peptide fluorescence polarization; higher % means a stronger effect. displacement, % at 20 µM; hits with a dose series show IC50 in µM. 290,000 tested, 0.02% active;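 active means displacement of at least 50% at 20 µM, with a fluorescence ratio check between 0.3 and a set limit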;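 further: plate controls were Siah plus tracer with DMSO for no effect and tracer alone without Siah for full effect; strong numbers were not always called active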
AID2073: inhibitors of Mint1-CaV2.2 protein interaction, biochemical, HTRF (AID 2073); Voltage-dependent N-type calcium channel subunit alpha-1B (Homo sapiens); HTRF protein-protein interaction, Mint1-CaV2.2; higher % means a stronger effect; inhibition, % at 20 µM, or IC50 in µM where a hit was titrated; 290,000 tested, 0.19% active; in the data active means inhibition mostly above about 51%, no sharp cut-off; further: some results filed as inactive read as strong as hits
Hep lipid drop cells 6.5 µM: also measured in Hep lipid drop; calls as there; cell count; measured here: cell count, cytotoxicity flag;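 cells counted across two imaged fields per well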
* = called active by the depositor; x = no result given. Unless noted, no stated cut-off is given here; in the data, active means inhibition above about 50%; inactive means the rest.

| SMILES | XIAP displacement | LYP phosphatase | M17LAP inhibition | NOD2 inhibition | P. falciparum M1AAP | Hep lipid drop | Hep lipid drop cells 6.5 µM | CSM14.1 death rescue | Siah-1 displacement | AID2073 |
| --- | --- | --- | --- | --- | --- | --- | --- | --- | --- | --- |
| O=C(NCC1CCCO1)c1cc(S(=O)(=O)N2CCOCC2)ccc1Cl (stereo unspecified) | x | -13% | x | 17% | x | -1 | 864 | x | -5% | -2% |
| CCOC(=O)c1ccc(Nc2nc(C)cc(C)n2)cc1 | x | -4% | x | -5% | x | x | x | x | -7% | 14% |
| O=C1CC(N2CCOCC2)C(=O)N1c1cccc(Cl)c1 (stereo unspecified) | -2.4% | 1% | -3% | -4% | 3% | x | x | -3.0% | 0% | -5% |
| CC(Sc1nnnn1C)C(=O)NC(=O)NC1CCCCC1 (stereo unspecified) | -5.1% | -7% | 3% | 22% | -9% | -16 | 687 | 0.9% | 4% | -3% |
| CC1CCN(CCCN2C(=O)C3C(C(=O)Nc4cccc(Cl)c4)C4C=CC3(O4)C2C(=O)NC2CCCCC2)CC1 (stereo unspecified) | x | -7% | x | -6% | x | 19 | 729 | x | 8% | 0% |
| O=C(c1cn(CC(=O)N2CCCCC2)c2ccccc12)C1CC1 | -2.4% | -4% | 7% | 7% | 3% | x | x | -0.8% | 2% | -4% |
| Cn1cc(Br)c(C(=O)N/N=C/c2cc3ccccc3nc2Cl)n1 | x | -2% | x | 12% | x | 4 | 753 | x | -8% | 0% |
| CCN(CC)S(=O)(=O)N1CCC(C(=O)NC2CCCC2)CC1 | -1.9% | -7% | 6% | -5% | 0% | x | x | -1.5% | -1% | 3% |
| COc1ccc([N+](=O)[O-])cc1NS(=O)(=O)c1ccc(Cl)c(C(=O)Nc2sc3c(c2C#N)CCCCC3)c1 | -9.7% | -5% | -7% | -16% | 2% | -14 | 670 | -0.3% | -1% | 52% |
| CCCCN(CC)CCNS(=O)(=O)c1ccc2c(c1)oc(=O)n2C | -0.4% | -7% | 2% | 6% | 1% | x | x | 0.1% | 2% | 3% |
| CCOc1cccc(C(=O)NC(=S)Nc2cccnc2)c1 | -5.6% | 2% | -17% | -15% | 7% | -17 | 569 | -1.1% | -4% | -15% |
| COc1cccc(-c2[nH]nc3c2C(c2ccoc2)C(C#N)=C(N)O3)c1 (stereo unspecified) | -4.2% | -4% | 77µM* | 5% | 9% | -3 | 747 | 1.9% | 0% | 6% |
| CC(=O)n1nc(-c2cccnc2)nc1NCc1cccs1 | -4.0% | -10% | 5% | 19% | -3% | 12 | 720 | 0.3% | 3% | 2% |
| O=C(N/N=C1\CC(c2ccccc2)Oc2ccccc21)c1ccccn1 (stereo unspecified) | -5.5% | -8% | 0% | -3% | 4% | -10 | 679 | 0.9% | 4% | 19% |
| O=C(NNc1cccc(Cl)c1)c1cccnc1Oc1ccccc1 | x | -5% | 1% | -30% | -1% | 0 | 779 | x | 105% | 3% |
| C=CCN1C(=O)C2(NC(=O)c3ccccc3N2)c2ccccc21 (stereo unspecified) | -4.8% | -9% | -40% | 4% | 8% | -11 | 648 | -1.9% | 12% | 9% |
| Cc1ccccc1C(=O)NC(=S)Nc1ccc(Oc2ccc(Cl)cc2)cc1 | -5.7% | 3% | -2% | 11% | -3% | x | x | 3.3% | -3% | -3% |
| O=C(N/N=C1\CC(c2ccccc2)Oc2ccccc21)c1ccc(O)cc1 (stereo unspecified) | x | -1% | x | 18% | x | -7 | 731 | x | 0% | 37% |
| NC(=O)C1CCN(C(=O)C(=O)c2cn(CC(=O)N3CCCC3)c3ccccc23)CC1 | x | -7% | x | 1% | x | 3 | 705 | x | -4% | 6% |
| Cc1ccc(C)c(NC(=S)NC(C)C(c2cccs2)N2CCOCC2)c1 (stereo unspecified) | -15% | -8% | 9% | 4% | -2% | -16 | 760 | -2.0% | -3% | -10% |
| CCC1CCCCN1CCCNC(=O)c1ccc(N2CCCC2=O)cc1 (stereo unspecified) | x | -7% | x | 6% | x | -17 | 682 | x | 4% | 12% |
| CNC(=O)COc1ccc(C=O)cc1OC | -0.1% | -4% | -3% | 18% | -1% | 2 | 682 | 3.8% | 7% | -3% |
| O=C(c1ccccc1Cl)N1CCN(S(=O)(=O)N2CCCCC2)CC1 | x | -7% | x | -1% | x | -8 | 786 | x | -5% | 7% |
| CCN(CC)c1ccc(/C=N/Nc2nc(C)cc(=O)[nH]2)c(O)c1 | 1.8% | 0% | 11% | -18% | -10% | -5 | 546 | -2.7% | -9% | -3% |
| CCN(CC)S(=O)(=O)c1ccc(N2CCOCC2)c(NC(=O)C2CCCC2)c1 | -8.4% | -4% | 14% | 1% | 7% | 0 | 687 | -1.2% | -6% | 2% |
| Cc1cc(C)n(CC(=O)c2cccc([N+](=O)[O-])c2)n1 | -2.7% | -2% | 7% | -3% | 5% | 10 | 673 | -0.8% | -5% | -6% |
| CC(NC(=O)CN1CCN(Cc2cccc(F)c2)CC1)c1ccccc1 (stereo unspecified) | x | -9% | x | -8% | x | -4 | 734 | x | -1% | 0% |
| CCN(CC)S(=O)(=O)c1ccc(Cl)c(C(=O)Nc2cccnc2)c1 | x | -6% | x | 13% | x | 8 | 837 | x | -2% | 37% |
| O=C(COc1ccc(-c2ccccc2)cc1)N1CCN(C(=O)c2cccs2)CC1 | -3.8% | -3% | 1% | 8% | -4% | 4 | 630 | -0.2% | -4% | -1% |
| CC(CC(=O)Nc1ccc2c(c1)OCCO2)c1ccccc1 (stereo unspecified) | -2.8% | -5% | 7% | -55% | 4% | 12 | 710 | 0.1% | 3% | 0% |
| O=C(NC1C(=O)NNC1c1ccccc1)c1ccccc1 (stereo unspecified) | -0.8% | -8% | 33% | -3% | 10% | x | x | -2.0% | 3% | -51% |
| Cc1nc2ccccc2nc1OCc1cccc([N+](=O)[O-])c1 | -2.4% | -2% | 0% | 22% | 4% | 0 | 736 | -0.9% | 15% | -5% |
| N#CCc1ccc(OC(=O)Nc2ccccc2)cc1 | x | -5% | x | 9% | x | x | x | x | 5% | 9% |
| O=C(O)CCCC(=O)Nc1ccc(Sc2ccc([N+](=O)[O-])cc2)cc1 | -0.6% | -1% | 28% | 4% | 3% | x | x | 3.0% | -6% | -4% |
| COc1ccc(NC2CCCN(C(=O)c3ccc4[nH]c(C)c(C)c4c3)C2)cc1OC (stereo unspecified) | x | -6% | x | 34% | x | -6 | 659 | x | -4% | -68% |
| Cc1ccc(NC(=O)NN2CCN(C)CC2)cc1C | x | -15% | x | 12% | x | -4 | 849 | x | -1% | 2% |
| O=C(OCC(=O)N1CCN(C(=O)COC(=O)c2ccncc2)CC1)c1ccncc1 | -3.4% | -9% | 17% | -6% | 1% | x | x | -1.8% | 4% | -8% |
| COc1ccc(CC(NC(C)=O)C(=O)NC2CCN(C(=O)c3cc(OC)c(OC)c(OC)c3)CC2)cc1 (stereo unspecified) | x | -10% | -3% | 2% | -4% | -1 | 669 | x | 0% | 8% |
| CCOc1cc(/C=C(\C#N)C(=O)Nc2ccccn2)ccc1O | x | -10% | x | 7% | x | 14 | 760 | x | -1% | -7% |
| CCC(C)(C)n1nnnc1C(c1ccc(N(C)C)cc1)N1CCN(C2CCCCC2)CC1 (stereo unspecified) | -5.0% | -7% | 6% | 3% | 5% | x | x | -1.4% | -3% | 5% |
| CCN(CC)S(=O)(=O)c1ccc(N2CC(C(=O)NCc3cccnc3)CC2=O)cc1 (stereo unspecified) | x | -8% | x | -8% | x | 28 | 780 | x | 14% | -11% |
| O=c1c(C(c2c(O)nc3n(c2=O)CCS3)c2cccc3ccccc23)c(O)nc2n1CCS2 | -5.9% | -7% | 30% | -5% | 12% | x | x | 1.4% | 5% | 4% |
| Cc1ccc(NC(=O)NC(=O)CN2C(=O)NC3(CCc4ccccc43)C2=O)c(C)c1 (stereo unspecified) | -12% | 5% | -8% | 9% | 1% | -8 | 785 | -0.2% | 0% | 4% |
| O=C(C1=C[C@H](c2csc3ccccc23)C[C@H](OCc2ccc(CO)cc2)O1)N1CCOCC1 | -6.2% | -2% | 0% | 9% | 0% | 2 | 745 | 3.1% | 0% | -5% |
| Cc1cccc(C)c1OCc1cc(C(=O)NC2CCC(O)CC2)no1 (stereo unspecified) | x | -11% | x | 7% | x | 4 | 840 | x | 5% | -7% |
| CC(C)N1CC=C2C(C#N)=C(N)C(C#N)(C#N)C(c3ccccc3)C2C1 (stereo unspecified) | 1.3% | -1% | -63% | -3% | 7% | -13 | 662 | x | 7% | 4% |
| Cc1nnc(NC(=O)CSc2nccn2C)s1 | -5.9% | -2% | 7% | 7% | 2% | -2 | 720 | -1.7% | 0% | 4% |
| CCCC(=O)Nc1c(-c2cccs2)c(=O)c2ccccc2n1CC | -1.3% | -2% | -1% | 9% | 3% | x | x | -0.8% | -1% | 5% |
| Cc1cc(Nc2cccc(F)c2)nc(NCc2ccccc2)n1 | -0.3% | 7% | 3% | 25% | 11% | -24 | 421 | 3.3% | 12% | 9% |
| CCn1cc(C(=O)NCCC(=O)NC(C)C)c(=O)c2cc3c(cc21)OCO3 | x | -3% | x | 3% | x | 6 | 817 | x | 4% | 15% |
| CCOc1ccccc1OCC(=O)Nc1ccc(S(=O)(=O)Nc2ncccn2)cc1 | -1.8% | -2% | -10% | 15% | 3% | 1 | 718 | -2.2% | -2% | 8% |
| O=C(Cn1ncc2c([nH]c3ccccc32)c1=O)NCCc1ccccc1 | x | -12% | x | 0% | x | 4 | 729 | x | 3% | 24% |
| Cc1ccc(C(=O)c2ccc([N+](=O)[O-])cc2)c(C)c1 | -6.7% | -7% | -9% | -8% | 4% | 2 | 688 | 2.4% | 1% | 1% |

One compound at a time, as listed above.
Results for CCN(CC)S(=O)(=O)c1ccc(N2CC(C(=O)NCc3cccnc3)CC2=O)cc1 (stereo unspecified) : XIAP displacement: x; LYP phosphatase: -8%; M17LAP inhibition: x; NOD2 inhibition: -8%; P. falciparum M1AAP: x; Hep lipid drop: 28; Hep lipid drop cells 6.5 µM: 780; CSM14.1 death rescue: x; Siah-1 displacement: 14%; AID2073: -11%
Results for Cc1ccc(C(=O)c2ccc([N+](=O)[O-])cc2)c(C)c1 : XIAP displacement: -6.7%; LYP phosphatase: -7%; M17LAP inhibition: -9%; NOD2 inhibition: -8%; P. falciparum M1AAP: 4%; Hep lipid drop: 2; Hep lipid drop cells 6.5 µM: 688; CSM14.1 death rescue: 2.4%; Siah-1 displacement: 1%; AID2073: 1%

An excerpt (hit frequency here may not be typical).
